Source: PubChem
S100A4 MyoIIA: S100A4-myosin IIA interaction inhibition | P26447 | S100A4/TAMRA-MyoIIA peptide fluorescence polarization | inhibition, % at 10.7 µM | 360,000 tested, 0.14% active;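 active means mean inhibition of at least 70% across replicates, with every replicate also reaching that level; inconclusive means mean inhibition reaches 70% but some replicates fall short; inactive means mean inhibition below 70%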
Target sequence (P26447 whole entry, looked up): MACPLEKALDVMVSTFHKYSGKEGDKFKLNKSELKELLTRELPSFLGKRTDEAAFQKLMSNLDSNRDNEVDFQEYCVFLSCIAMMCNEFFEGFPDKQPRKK
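Material: S100A4 monomer (human). Medium: Calcium-containing HEPES buffer, pH 7.2. Probe or stimulus: labelled myosin peptide probe, 5 nM. Compound dosing: one concentration per compound. Timing: polarization read 5 min after assay mix addition, stable 5–60 min. Benchmarks: DMSO as neutral control, TFP as positive control.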
Xi reactivation: activators of X-chromosome reactivation in mouse fibroblasts; 360,000 tested, 0.055% active; XiGFP mouse fibroblasts, % GFP-positive cells imaging, 3 d; cells co-treated with 5-aza-dC sensitizer; scaled so ellipticine positive control = 100%; activation, % at 7.58 µM;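 active means mean normalized replicate activation at least 10% and every replicate at or above 10%; inconclusive means only one of the two criteria met; inactive means mean below 10% and not all replicates reach 10%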;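 further: 0% = median of on-plate neutral control wells and 100% = ellipticine 6 µM median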
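Assay system – SV40-immortalized XiGFP fibroblast cells, line 68-5-11 · Buffer or medium – DMEM supplemented with 5-aza-dC as sensitizing agent · Dosing – one concentration, pinned · Benchmarks – positive control ellipticine, 6 µM final · Times – 3 days compound exposure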
ERAP1 inh: inhibitors of human ERAP1 aminopeptidase; recombinant ERAP1, Leu-AMC fluorescence, 60 min; 340,000 tested, 0.15% active; inhibition, % at 10.7 µM;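 active means mean replicate inhibition of at least 30%, or all replicates individually reaching that 30% level; inactive means mean below 30% and not every replicate reaching it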;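 further: 0% = neutral control wells and 100% = L-leucinethiol positive control wells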
E-selectin induc: induces E-selectin expression in human endothelial cells. P16581. AID 686992. activation, % at 7.58 µM. HUVEC E-selectin immunofluorescence imaging; normalized: neutral wells 0, TNF-alpha wells 100. 260,000 tested, 0.37% active;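 active means mean E-selectin-positive cell signal at least 10% of the positive control, reached in at least 60% of replicates, without over 20% cell loss; inconclusive means no rule given, readout overlaps actives, possibly toxicity-flagged; inactive means the rest, including those meeting only one limit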;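 further: in these data hits start at about 27%; measured in HUVEC primary endothelial cells; signal is the percent of cells scored E-selectin positive by PE staining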
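Test system: HUVEC | Signal: Immunofluorescence imaging | Read-out: Percent E-selectin-positive cells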
RAD52 anneal inh: RAD52 (human) annealing inhibition. recombinant RAD52 DNA annealing, FRET fluorescence. inhibition, % at 18.7 µM. 360,000 tested, 0.46% active. AID 651710;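 active means every replicate showing at least 50% inhibition; inconclusive means mean inhibition at least 50% but not in every replicate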
RAD54 inh: inhibitors of human RAD54 branch migration | RAD54 Holliday junction branch migration, FAM/BHQ fluorescence | inhibition, % at 10.4 µM | 360,000 tested, 0.14% active | AID 602329;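 active means mean normalized replicate activity at least 40 and at least half of replicates scoring 40 or more; inconclusive means only one of the two criteria met; inactive means mean below 40 and under half of replicates reaching 40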;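 further: 0% = median of neutral control wells and 100% = median of positive control wells; inhibitors cause a drop in the FAM fluorescence signal; in these data hits start at about 50%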
Target sequence (Q92698 whole entry, looked up): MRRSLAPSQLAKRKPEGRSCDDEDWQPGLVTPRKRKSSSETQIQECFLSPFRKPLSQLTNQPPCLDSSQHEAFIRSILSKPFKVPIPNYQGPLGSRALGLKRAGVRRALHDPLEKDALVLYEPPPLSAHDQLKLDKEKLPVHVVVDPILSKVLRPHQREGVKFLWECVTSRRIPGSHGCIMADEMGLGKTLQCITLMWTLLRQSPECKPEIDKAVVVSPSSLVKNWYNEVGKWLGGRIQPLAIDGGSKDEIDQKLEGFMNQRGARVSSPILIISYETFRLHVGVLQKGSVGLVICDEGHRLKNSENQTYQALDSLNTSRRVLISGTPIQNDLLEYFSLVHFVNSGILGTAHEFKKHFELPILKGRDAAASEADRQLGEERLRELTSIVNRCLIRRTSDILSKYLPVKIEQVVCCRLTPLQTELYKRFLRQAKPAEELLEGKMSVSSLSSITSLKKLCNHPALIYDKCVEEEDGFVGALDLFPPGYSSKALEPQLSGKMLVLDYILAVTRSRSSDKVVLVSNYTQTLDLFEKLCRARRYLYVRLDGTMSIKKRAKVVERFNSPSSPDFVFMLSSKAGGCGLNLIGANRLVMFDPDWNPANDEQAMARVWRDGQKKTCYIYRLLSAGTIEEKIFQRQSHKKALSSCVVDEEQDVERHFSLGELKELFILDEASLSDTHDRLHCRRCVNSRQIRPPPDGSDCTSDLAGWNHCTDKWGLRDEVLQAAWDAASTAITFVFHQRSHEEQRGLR
esBAF inh: SWI/SNF esBAF complex inhibition. mouse ES cells, Bmi1-luciferase knock-in reporter, 24 h; 100% = twice the neutral-well signal. reporter increase, % at 12.5 µM. 350,000 tested, 2% active. AID 602393; in the data active means activation above about 40%; inconclusive means no clear call, values can overlap the other calls;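 further: 0% = median of the plate's neutral control wells and 100% = double that signal; a rise in the Bmi1 reporter signal indicates esBAF inhibition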
ERp5 block: blocks human ERp5 reductase activity on insulin. AID 651711. Q15084. 350,000 tested, 0.05% active. inhibition, % at 9.99 µM. ERp5 insulin aggregation, absorbance 650 nm, 90 min;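 active means mean replicate inhibition above about 25%, with every replicate also reaching it, limit read from the data, passing the limit was not always enough; inconclusive means only one of those two criteria met; inactive means neither criterion met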
Starred values were filed as active, the others as inactive; & = joins results of further samples. Hits appear at their usual frequency; 2.5% or so of the library scored in one or more.

For COC(=O)C1=C(C)N(Cc2ccc(C(F)(F)F)cc2)C(=NCc2ccc(C(F)(F)F)cc2)NC1c1cccc(Cl)c1 (stereo unspecified) the results were S100A4 MyoIIA -11, Xi reactivation 1.5, ERAP1 inh 4, E-selectin induc -0.5, RAD52 anneal inh -4 and ERp5 block 10.
Screening CCCNC(=O)[C@H]1[C@H](CO)[C@H]2Cn3c(ccc(-c4ccccc4)c3=O)[C@H]2N1C(=O)C1CC1 returned S100A4 MyoIIA -3, Xi reactivation 0.0, ERAP1 inh 0, E-selectin induc -0.3, RAD52 anneal inh 10 and ERp5 block -1.
COc1cccc(C(=O)c2ncc(C(F)(F)F)cc2Cl)c1 was read as S100A4 MyoIIA -2, Xi reactivation 0.0, ERAP1 inh 1, RAD52 anneal inh -10 and ERp5 block -6.
CCC(=O)N[C@H]1CC[C@@H](CCn2cc(C3CC3)nn2)O[C@@H]1CO was read as S100A4 MyoIIA 7&8, Xi reactivation -0.2&0.0, ERAP1 inh -2, E-selectin induc 0.4&4.9, RAD52 anneal inh -4&-18, RAD54 inh -2, esBAF inh -4 and ERp5 block 3&3.
For Clc1cccc(Cl)c1/C=N/Nc1c(Cl)cncc1Cl the results were S100A4 MyoIIA -5, Xi reactivation -0.1, ERAP1 inh -1, E-selectin induc 1.1, RAD52 anneal inh 1 and ERp5 block -1.
For Cc1cc(OCCCC(=O)NCCc2nnc3ccccn23)ccc1Cl the results were S100A4 MyoIIA 2, Xi reactivation 0.4, ERAP1 inh -1, E-selectin induc 0.8, RAD52 anneal inh -19, RAD54 inh 4, esBAF inh 7 and ERp5 block -6.
Screening C[C@@H]1CN([C@H](C)CO)C(=O)c2cc(N(C)C)ccc2O[C@H]1CN(C)Cc1ccc(C(=O)Nc2ccccc2N)cc1 returned S100A4 MyoIIA 7, Xi reactivation -0.4, ERAP1 inh 0, E-selectin induc -0.3, RAD52 anneal inh 7, RAD54 inh -16, esBAF inh -26 and ERp5 block 7.
Screening Cc1ccc(C(C)(C)NC(=O)C2CCC(=O)N(Cc3ccccc3F)C2)cc1 (stereo unspecified) returned S100A4 MyoIIA 1, Xi reactivation 0.0, ERAP1 inh 0, E-selectin induc -0.3, RAD52 anneal inh -3, RAD54 inh -7, esBAF inh -2 and ERp5 block -23.
For C[C@@H]1CCCCO[C@@H](CN(C)S(C)(=O)=O)[C@H](C)CN([C@@H](C)CO)C(=O)c2cc(NC(=O)Nc3ccc4c(c3)OCO4)ccc2O1 the results were S100A4 MyoIIA 1, Xi reactivation 0.2, ERAP1 inh -3, E-selectin induc -0.1, RAD52 anneal inh -1, RAD54 inh -6, esBAF inh 1 and ERp5 block 1.
CC(=O)N1[C@H](CO)[C@H](c2ccc(C3=CCCC3)cc2)[C@@H]1CNC(=O)CN(C)C was read as Xi reactivation 0.0, E-selectin induc 0.1, RAD54 inh 0 and esBAF inh 6.
For CC(=O)COc1cc(C)cc2oc(=O)cc(-c3ccccc3)c12 the results were S100A4 MyoIIA 3, Xi reactivation 0.1, ERAP1 inh 0, RAD52 anneal inh -15 and ERp5 block 2.
For CCc1nnc(NS(=O)(=O)c2ccc(N)cc2)s1 the results were S100A4 MyoIIA -34, Xi reactivation 0.1, ERAP1 inh 0, E-selectin induc 0.0, RAD52 anneal inh -59, RAD54 inh 2, esBAF inh -6 and ERp5 block 0.
For Cc1ccc(C)c(N(CC(=O)N2CCCCCC2)S(C)(=O)=O)c1 the results were S100A4 MyoIIA 0, Xi reactivation 0.0, ERAP1 inh 7, E-selectin induc 0.8, RAD52 anneal inh -6, RAD54 inh 3, esBAF inh -5 and ERp5 block -2.
Screening COc1ccc(-c2cccc(NC(=O)c3ccco3)c2)nn1 returned S100A4 MyoIIA 35, Xi reactivation 0.3, ERAP1 inh 0, RAD52 anneal inh -7, RAD54 inh 5, esBAF inh 2 and ERp5 block -8.
`Clc1cccc(CNc2ccn3nc(-c4ccco4)cc3n2)c1` gave S100A4 MyoIIA -13, Xi reactivation -0.1, ERAP1 inh -1, E-selectin induc -1.0, RAD52 anneal inh -324, RAD54 inh -1, esBAF inh 25 and ERp5 block 3.
`O=C1OC(CCl)CN1Cc1ccc([N+](=O)[O-])cc1` (stereo unspecified) gave S100A4 MyoIIA 0, Xi reactivation 0.3, E-selectin induc -0.1, RAD52 anneal inh -7 and ERp5 block 3.
Screening C=CCNc1nc(C(=O)OCC(=O)c2ccc(OC)cc2OC)cs1 returned S100A4 MyoIIA 1, Xi reactivation 0.3, ERAP1 inh 6, RAD52 anneal inh 0, RAD54 inh -2, esBAF inh 35 and ERp5 block -1.
For c1ccc(Nc2nc(Nc3ccccc3)nc(N3CCNCC3)n2)cc1 the results were S100A4 MyoIIA -3, Xi reactivation 0.0, ERAP1 inh 0, RAD52 anneal inh 14, RAD54 inh 5, esBAF inh -6 and ERp5 block 15.
CCOC(=O)c1csc(-c2ccc([N+](=O)[O-])cc2)n1 was read as S100A4 MyoIIA 1, Xi reactivation -0.1, ERAP1 inh -1, RAD52 anneal inh -20 and ERp5 block 3.
`COc1ccc(NC(=O)c2sc(Cl)nc2-c2ccccc2)cc1` gave S100A4 MyoIIA -4, Xi reactivation -0.1, ERAP1 inh -1, E-selectin induc 1.2, RAD52 anneal inh -15, RAD54 inh 10, esBAF inh 2 and ERp5 block 2.

Filtered by structure, those above with a furan ring, fused or not.
Screening COc1ccc(-c2cccc(NC(=O)c3ccco3)c2)nn1 returned S100A4 MyoIIA 35, Xi reactivation 0.3, ERAP1 inh 0, RAD52 anneal inh -7, RAD54 inh 5, esBAF inh 2 and ERp5 block -8.
`Clc1cccc(CNc2ccn3nc(-c4ccco4)cc3n2)c1` gave S100A4 MyoIIA -13, Xi reactivation -0.1, ERAP1 inh -1, E-selectin induc -1.0, RAD52 anneal inh -324, RAD54 inh -1, esBAF inh 25 and ERp5 block 3.

Further structures follow:
O=C(O)c1ccccc1NS(=O)(=O)c1ccc(NN=Cc2cccc(Cl)c2)c([N+](=O)[O-])c1 was read as S100A4 MyoIIA -7, Xi reactivation 0.0, ERAP1 inh -6, E-selectin induc 0.0, RAD52 anneal inh -3 and ERp5 block -3.
For COc1ccc(OC)c(/C=C/C(=O)OCC(=O)Nc2cccc(Oc3ccccc3)c2)c1 the results were S100A4 MyoIIA -6, Xi reactivation 0.0, ERAP1 inh 16, RAD52 anneal inh -10 and ERp5 block -27.
For CCC1CCCCN1C(=S)Nc1ccc(SC(F)F)cc1 (stereo unspecified) the results were S100A4 MyoIIA -4, Xi reactivation 0.2, ERAP1 inh -3, E-selectin induc 13, RAD52 anneal inh -7, esBAF inh -4 and ERp5 block -8.
For Cc1c(CCC(=O)NCCCN2CCCC2=O)c(=O)oc2cc(O)ccc12 the results were S100A4 MyoIIA -5, ERAP1 inh -5, RAD52 anneal inh -9, RAD54 inh 2, esBAF inh -4 and ERp5 block -1.
CCCNC(=O)N1CC2(C1)CN(C(=O)c1ccncc1)[C@H](CO)c1[nH]c3cc(OC)ccc3c12 was read as S100A4 MyoIIA 25, Xi reactivation 0.2, ERAP1 inh 2, E-selectin induc 0.4, RAD52 anneal inh 6 and ERp5 block 1.
COC(=O)c1ccc([N+](=O)[O-])c(CS(=O)(=O)c2ccc(Cl)cc2)c1 was read as S100A4 MyoIIA 1, Xi reactivation 0.0, ERAP1 inh 4, E-selectin induc 0.0, RAD52 anneal inh -4, RAD54 inh -3, esBAF inh -6 and ERp5 block -4.
Cc1ccc(Cc2c(-c3ccc(C#N)cc3)nc3ccc(Cl)cn23)cc1 was read as S100A4 MyoIIA -1, Xi reactivation 0.1, ERAP1 inh 1, RAD52 anneal inh -44, RAD54 inh -5, esBAF inh -7 and ERp5 block -11.
For CN(CCO)c1cccc2c1S(=O)(=O)N[C@H](Cc1ccccc1)CO2 the results were S100A4 MyoIIA -3, Xi reactivation 0.2, E-selectin induc 3.3, RAD52 anneal inh -3 and ERp5 block -1.
CCn1c2ccccc2c2cc(NC(=O)CN3CCCC3)ccc21 was read as S100A4 MyoIIA -15, Xi reactivation 0.0, ERAP1 inh -4, E-selectin induc 0.3, RAD52 anneal inh 17, RAD54 inh 14, esBAF inh -4 and ERp5 block 1.
For OC1(c2ccc3c(c2)OCO3)CCN(Cc2ccc(F)cc2)CC1 the results were S100A4 MyoIIA 1, Xi reactivation 0.0, ERAP1 inh -4, E-selectin induc 0.1, RAD52 anneal inh -14, RAD54 inh 2, esBAF inh -4 and ERp5 block 1.
`CC(=O)N(C)C[C@@H]1Oc2ncc(C#CC(C)(C)O)cc2C(=O)N([C@H](C)CO)C[C@@H]1C` gave S100A4 MyoIIA 0, Xi reactivation -0.6, ERAP1 inh 0, E-selectin induc 0.2, RAD52 anneal inh -1, RAD54 inh 4, esBAF inh -3 and ERp5 block -2.
Screening COCC1CCCN(Cc2nc(-c3ccc4c(c3)OCO4)no2)C1 (stereo unspecified) returned S100A4 MyoIIA 1, Xi reactivation 0.2, ERAP1 inh -1, RAD52 anneal inh -9, RAD54 inh -5, esBAF inh 31 and ERp5 block 3.
`Cn1c(CC(=O)Nc2ccc(F)cc2)c(Sc2ccccc2)c2ccccc21` gave S100A4 MyoIIA 0, Xi reactivation -0.1, ERAP1 inh 3, E-selectin induc 0.2, RAD52 anneal inh -9, esBAF inh -5 and ERp5 block 2.
`COc1ccc(S(=O)(=O)Nc2ccc3c(c2)CC(=O)N([C@H](C)CO)C[C@@H](C)[C@H](CN(C)Cc2ccc(-c4ccccc4)cc2)O3)cc1` gave S100A4 MyoIIA 8, Xi reactivation 0.2, ERAP1 inh -1, E-selectin induc 0.3, RAD52 anneal inh -2, RAD54 inh -7, esBAF inh -1 and ERp5 block -5.
Screening COc1ccc(C)cc1S(=O)(=O)Nc1cccc(-c2ccc(N3CCCCCC3)nn2)c1 returned S100A4 MyoIIA -3, Xi reactivation 0.1, ERAP1 inh -5, RAD52 anneal inh -15, RAD54 inh -5, esBAF inh inconclusive and ERp5 block 1.
For COc1ccc(NC(=O)C(NC(=O)Cc2cccs2)c2ccccc2)cc1 (stereo unspecified) the results were S100A4 MyoIIA 1, Xi reactivation 0.0, ERAP1 inh -1, RAD52 anneal inh -6, RAD54 inh -2 and ERp5 block -1.
`CC1CCC/C(=N\NC(=O)Nc2ccccc2)C1` (stereo unspecified) gave S100A4 MyoIIA -3, Xi reactivation 0.1, ERAP1 inh -1, E-selectin induc -0.4, RAD52 anneal inh 3, RAD54 inh 3, esBAF inh 10 and ERp5 block -2.
COc1cc2[nH]c(=S)nc(NCc3cccs3)c2cc1OC was read as S100A4 MyoIIA -4, Xi reactivation 0.5, ERAP1 inh 3, RAD52 anneal inh 19, esBAF inh -5 and ERp5 block 6.
O=C(COC(=O)c1ccc(S(=O)(=O)N2CCCC2)cc1)Nc1cccnc1Cl was read as S100A4 MyoIIA 4, Xi reactivation 0.0, ERAP1 inh 5, RAD52 anneal inh 4 and ERp5 block 2.
